# esBAF inh: SWI/SNF esBAF complex inhibition. AID 602393. reporter increase, % at 12.5 µM. mouse ES cells, Bmi1-luciferase knock-in reporter, 24 h; 100% = twice the neutral-well signal. 350,000 tested, 2% active; in the data active means activation above about 40%;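 further: 0% = median of the plate's neutral control wells and 100% = double that signal; a rise in the Bmi1 reporter signal indicates esBAF inhibition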
# Casp6 inh: blocks human caspase-6 cleavage activity. purified caspase-6, Z-VEID-R110 cleavage fluorescence. 350,000 tested, 0.53% active. P55212. AID 686996. inhibition, % at 12.5 µM;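 active means mean inhibition across replicates at least about 35%, with every replicate also reaching that limit, limit read from the data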;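 further: 0% = median of neutral control wells and 100% = no fluorescence left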
# Target sequence (P55212 24-179 limits assumed): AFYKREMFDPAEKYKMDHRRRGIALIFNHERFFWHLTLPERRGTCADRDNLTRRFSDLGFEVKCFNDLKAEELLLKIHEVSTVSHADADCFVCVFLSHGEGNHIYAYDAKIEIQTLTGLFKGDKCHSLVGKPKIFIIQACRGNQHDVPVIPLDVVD
# Target sequence (P55212 194-293 limits assumed): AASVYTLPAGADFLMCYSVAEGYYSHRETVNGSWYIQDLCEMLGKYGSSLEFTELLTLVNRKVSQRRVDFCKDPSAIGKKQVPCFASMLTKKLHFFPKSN
# FN deposit inh: fibronectin deposition inhibition; 350,000 tested, 0.086% active; AH1F fibroblasts, Alexa488-fibronectin deposition fluorescence, overnight; AID 743247; inhibition, % at 12.6 µM;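 active means mean inhibition across replicates of 30% or more, regardless of how many single replicates reach that level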;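 further: positive control wells lacked labelled fibronectin entirely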
#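 Assay system: AH1F fibroblast monolayer, labelled fibronectin deposition. Amount: 10000 cells per well. Also added: labelled fibronectin 24 nM. Compound: single-point pinned compound. Incubation: cell attachment 1 h, compound and FN exposure overnight. Detection: fluorescence after three HBSS washes, excitation 485 nm, emission 525 nm. Read-out: inhibition of fibronectin deposition signal.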
# C2C12 statin: suppressors of simvastatin-induced myotoxicity in C2C12 myotubes; rescue of ATP level, % at 7.49 µM; AID 602340; 330,000 tested, 0.78% active; ATP luminescence, 48 h; scaled: DMSO 0, geranylgeraniol control 100;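 active means mean ATP rescue above about 67%, or every replicate alone reaching that limit, limit read from the data, passing the limit was not always enough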;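 further: myotubes were challenged with 10 µM simvastatin during compound exposure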
# SIRT5 block: sirtuin-5 (human) deacylase inhibition; Purified SirT5, succinyl-peptide AMC, trypsin-coupled fluorescence; inhibition, % at 15 µM; 330,000 tested, 1.1% active; in the data active means inhibition above about 15%
# Target sequence (Q9NXA8 whole entry, looked up): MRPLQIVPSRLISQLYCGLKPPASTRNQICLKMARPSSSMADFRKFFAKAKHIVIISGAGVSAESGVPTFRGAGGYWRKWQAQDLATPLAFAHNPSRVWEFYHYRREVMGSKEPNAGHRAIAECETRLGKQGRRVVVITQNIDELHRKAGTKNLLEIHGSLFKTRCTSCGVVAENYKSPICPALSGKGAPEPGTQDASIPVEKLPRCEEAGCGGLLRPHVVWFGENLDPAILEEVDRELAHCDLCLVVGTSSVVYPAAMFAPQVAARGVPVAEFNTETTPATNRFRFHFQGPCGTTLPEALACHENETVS
# LGR2 antag: blocks bursicon-induced cAMP signaling via Drosophila LGR2 | HEK293 LGR2, CRE-luciferase, bursicon-stimulated, 4 h | inhibition, % at 9.99 µM | 380,000 tested, 0.35% active;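 active means drop in luminescence signal, shown as inhibition above about 50% in the replicate tests, limit read from the data, passing the limit was not always enough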;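 further: agonist challenge used bursicon conditioned medium at about half maximal strength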
# S100A4 MyoIIA: inhibitors of human S100A4 binding to myosin IIA peptide. P26447. S100A4/TAMRA-MyoIIA peptide fluorescence polarization. inhibition, % at 10.7 µM. 360,000 tested, 0.14% active. AID 652163;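 active means mean inhibition of at least 70% across replicates, with every replicate also reaching that level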
# Target sequence (P26447 whole entry, looked up): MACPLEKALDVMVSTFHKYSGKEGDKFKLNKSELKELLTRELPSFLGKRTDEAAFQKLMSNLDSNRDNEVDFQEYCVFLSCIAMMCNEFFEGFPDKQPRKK
#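 Material: S100A4 monomer protein / Buffer or medium: 50 mM HEPES pH 7.2, 10 mM CaCl2, 100 mM KCl / Times: 5 min incubation before reading / Benchmarks: neutral control DMSO, positive control TFP / Reagent: labelled myosin peptide probe, 5 nM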
# Active calls of the source: *; / = no result given. A portion of the library; rates above refer to the full screens.
SMILES,esBAF inh,Casp6 inh,FN deposit inh,C2C12 statin,SIRT5 block,LGR2 antag,S100A4 MyoIIA
C[C@H]1CN([C@@H](C)CO)C(=O)Cc2cc(NC(=O)Cc3cn(C)c4ccccc34)ccc2O[C@@H]1CN(C)S(C)(=O)=O,4.5,-2.2,/,5.2,3.0,-8.5,-9.0
C[C@H](CO)N1C[C@H](C)[C@H](CN(C)S(=O)(=O)c2cn(C)cn2)OCCCC[C@H](C)Oc2ccc(NC(=O)Nc3ccc(C(F)(F)F)cc3)cc2C1=O,4.4,/,/,43.1,/,7.0,/
Cc1cccnc1C(c1ccc(F)cc1)N(C)C(=O)C1CCN(CCOc2ccc(Cl)cc2Cl)CC1 (stereo not drawn),-0.2,-1.6,-3.5,3.9,1.6,-6.1,-3.8
O=C(O)c1ccc(Cl)c(S(=O)(=O)NCC2CCCO2)c1 (stereo not drawn),-0.1,/,6.6,14.1,/,/,/
Cc1cc(=O)[nH]c(SCC(=O)N2CCCC(C)C2)n1 (stereo not drawn),-1.7,-0.4,-4.4,-16.1,-2.3,-0.1,-3.4
O=C(C[C@@H]1CC[C@@H]2[C@H](COC[C@H](O)CN2C(=O)c2ccncc2)O1)NCc1ccc(-c2ccccc2)cc1,-4.9,-0.3,-6.4,-6.3,-1.9,6.3,22.9
O=C(Cn1c(=O)c(=O)n(Cc2ccccc2)c2ccc(Cl)cc21)Nc1cccc(F)c1,-15.0,/,12.9,0.6,/,-0.3,/
Cc1ccc(CNC(=O)C2CCCN(S(=O)(=O)c3cccc4nonc34)C2)cc1 (stereo not drawn),-2.6,1.2,-1.9,3.3,-0.8,9.4,0.8
Cc1ccc2[nH]c(CCN(C)C)c(CN3CCOCC3)c2c1,-3.5,-31.3,-6.8,-16.0,-2.8,-2.9,0.1
COc1ccc(CNC(=O)CCc2c(C)nc3cc(-c4ccccc4OC)nn3c2C)cc1,/,1.0,1.2,/,-3.9,-7.3,-1.6
CCN(CC(=O)Nc1ccc2c(c1)OCCO2)C(=O)c1cc(S(=O)(=O)N2CCOCC2)ccc1F,-6.1,4.0,6.0,1.7,-1.3,6.5,-0.9
COc1ccc(C2Nc3ccccc3C(=O)N2C2CCCCC2)cc1 (stereo not drawn),/,1.9,-6.7,/,-5.5,/,-0.4
O=C(NC(=S)NCc1ccccc1)c1ccc(Br)cc1,/,10.7,2.2,/,0.1,/,5.2
Cc1csc(NC(=O)c2ccc(-c3ccc(Cl)cc3Cl)o2)n1,/,0.5,-3.0,/,-0.5,4.0,33.6
CCCC(=O)Nc1ccc2c(c1)C(=O)N(C)[C@H]1CC[C@H](CC(=O)NCCOC)O[C@H]1CO2,-1.9,/,-7.5,6.6,/,4.5,/

# Individual results from the results shown.
# Value of C[C@H](CO)N1C[C@H](C)[C@H](CN(C)S(=O)(=O)c2cn(C)cn2)OCCCC[C@H](C)Oc2ccc(NC(=O)Nc3ccc(C(F)(F)F)cc3)cc2C1=O under esBAF inh: 4.4
# Value of Cc1ccc2[nH]c(CCN(C)C)c(CN3CCOCC3)c2c1 under esBAF inh: -3.5

# (list continues)
SMILES,esBAF inh,Casp6 inh,FN deposit inh,C2C12 statin,SIRT5 block,LGR2 antag,S100A4 MyoIIA
COC(=O)[C@]1(C)N[C@H](CN(C)C(=O)Nc2ccc(Cl)cc2)[C@@H]2C(=O)N(Cc3ccccc3)C(=O)[C@@H]21,0.4,2.7,-0.7,8.0,-2.3,-7.4,6.0
Cc1ccccc1NC(=O)C(C)OC(=O)CNS(=O)(=O)c1ccc(C#N)cc1 (stereo not drawn),/,-0.9,-2.1,/,7.3,-4.3,-1.1
CCc1cc2c(N3CCN(c4ccccc4)CC3)ncnc2s1,10.7,/,/,-1.7,/,7.5,/
C/C(=N\O)C(C)(C)Nc1ccc(Cl)cc1,-0.1,-0.9,11.4,-2.0,-1.0,8.0,2.1
CO[C@@H]1CC[C@@H]2CCN(C)C(=O)[C@H](C)[C@H](OC)CN(C)C(=O)c3cccc(C#N)c3OC[C@@H]1O2,-0.1,-62.2,3.8,-0.2,4.6,13.1,2.2
CCOC(=O)c1cc(C(C)C)sc1NC(=O)COC(=O)c1nccnc1N,-3.6,-1.0,-1.8,4.1,1.3,-14.4,-5.7
COc1cccc(NC(=O)N(C)C[C@@H]2Oc3cc(C#CC4(O)CCCC4)ccc3S(=O)(=O)N([C@H](C)CO)C[C@@H]2C)c1,-10.0,1.2,-7.1,-30.2,5.9,-5.2,8.1
C[C@@H]1CCCCO[C@H](CN(C)S(=O)(=O)c2cn(C)cn2)[C@@H](C)CN([C@@H](C)CO)C(=O)c2cc(NC(=O)NC3CCCCC3)ccc2O1,-0.8,-1.6,/,/,-0.8,7.8,-3.9
C1=C(CCNc2ncnc3c2[nH]c2ccccc23)CCCC1,/,-3.0,-4.9,/,-2.5,/,-3.7
CC(C)C(NC(=O)C1CCCCC1)C(=O)NCCc1ccccc1 (stereo not drawn),/,0.7,-2.9,/,-2.1,-5.7,-8.8
CCN(CC)CCNC(=O)c1ccc(NC(=O)c2cccc(S(=O)(=O)N3CCCCCC3)c2)cc1,-3.8,-11.5,-2.3,-0.6,-2.4,-0.9,-3.0
O=C(C[C@@H]1CC[C@H]2[C@@H](COC[C@@H](O)CN2C(=O)Nc2ccccc2)O1)NCCc1ccncc1,9.6,0.7,-6.3,-0.6,-1.1,-0.9,-5.5
Cc1ccc(N(CC(=O)NC2CCCC2)C(=O)c2ccc(C)s2)cc1,/,/,1.9,/,-0.5,30.2,-1.2
O=C(CCc1nnc(-c2ccc3c(c2)OCO3)o1)N(Cc1ccncc1)CC1CCCO1 (stereo not drawn),-3.6,0.9,7.0,10.4,-2.4,-17.9,-3.8
CN(C)CCC(=O)c1ccc(F)cc1,/,-2.7,-0.6,/,-1.4,9.5,2.6
COc1ccc(NC(=O)N2CCC(CO)(CC3CCCCO3)CC2)c(OC)c1 (stereo not drawn),/,-5.4,2.9,/,3.7,20.6,-8.1
CCOC(=O)c1ccccc1NC(=O)COC(=O)C1CC(=O)N(c2ccc3c(c2)OCCO3)C1 (stereo not drawn),-0.5,-0.3,/,3.2,-2.0,22.6,-1.2
CCCNC(=O)Nc1ccc2c(c1)C(=O)N(C)[C@@H]1CC[C@@H](CC(=O)NCCCN(C)C)O[C@@H]1CO2,9.1,0.7,5.9,-31.8,-2.6,-22.0,2.3
CC(C)NC(=O)N(C)C[C@@H]1OCCCC[C@@H](C)Oc2ccc(NS(=O)(=O)c3ccc(F)cc3)cc2C(=O)N([C@H](C)CO)C[C@H]1C,-0.2,0.4,1.0,/,0.1,2.7,-0.6
C[C@@H]1CN([C@@H](C)CO)C(=O)c2cccc(NC(=O)Nc3ccccc3)c2O[C@H]1CN(C)C,2.1,-1.5,0.2,25.7,-3.2,-0.9,-3.4
Cc1nc(CNS(=O)(=O)c2ccc(Br)cc2)cs1,-12.3,-2.6,3.7,16.5,-1.8,-4.8,4.2
O=C1c2ccc(Cl)cc2S(=O)(=O)c2cccc(C(=O)N3CCN(c4ncc(Br)cn4)CC3)c21,-0.4,2.9,-23.3,-3.6,/,14.4,15.7
C[C@H](CO)N1C[C@H](C)[C@@H](CN(C)Cc2ccc(C(=O)Nc3ccccc3N)cc2)Oc2c(NS(=O)(=O)c3ccc(Cl)cc3)cccc2C1=O,/,-1.7,-19.2,/,6.4,3.1,1.6
COc1cc(C(=O)N2CCCCC2c2cc(C(=O)N3CCOCC3)no2)cc(OC)c1C (stereo not drawn),-2.4,0.7,-3.9,0.6,-0.1,-4.1,20.5
CC(C)C(C)NC(=O)CN1C(=O)NC2(CCCc3ccccc32)C1=O (stereo not drawn),/,-1.9,11.5,/,-3.2,-8.2,-0.3
O=C(C(c1ccccc1)c1ccccc1)N1CCN(Cc2ccc(Br)cc2)CC1,-28.4,/,/,34.1,/,5.7,/
Cc1ccc(OCc2ccc(C(=O)NN)o2)cc1C,18.4,-0.5,-9.3,8.6,-1.2,-59.9,1.1
C[C@H]1CN([C@@H](C)CO)C(=O)CCCn2cc(nn2)CO[C@H]1CN(C)C(=O)C1CC1,1.4,/,0.4,3.3,/,/,/
O=C(C[C@H]1CC[C@H]2[C@@H](COC[C@H](O)CN2Cc2cc(F)ccc2F)O1)N1CCc2ccccc2C1,-1.0,1.2,3.6,26.8,-2.6,-15.3,7.0
COCC(=O)N1[C@@H](C#N)[C@H](c2ccccc2-c2ccccc2)[C@@H]1CO,/,0.5,-2.7,/,6.7,0.9,0.7

# Six entries from above, sorted by the number in LGR2 antag, rising.
molecule,LGR2 antag
O=C(C[C@H]1CC[C@H]2[C@@H](COC[C@H](O)CN2Cc2cc(F)ccc2F)O1)N1CCc2ccccc2C1,-15.3
CC(C)C(C)NC(=O)CN1C(=O)NC2(CCCc3ccccc32)C1=O (stereo not drawn),-8.2
C[C@@H]1CN([C@@H](C)CO)C(=O)c2cccc(NC(=O)Nc3ccccc3)c2O[C@H]1CN(C)C,-0.9
C[C@H](CO)N1C[C@H](C)[C@@H](CN(C)Cc2ccc(C(=O)Nc3ccccc3N)cc2)Oc2c(NS(=O)(=O)c3ccc(Cl)cc3)cccc2C1=O,3.1
O=C1c2ccc(Cl)cc2S(=O)(=O)c2cccc(C(=O)N3CCN(c4ncc(Br)cn4)CC3)c21,14.4
COc1ccc(NC(=O)N2CCC(CO)(CC3CCCCO3)CC2)c(OC)c1 (stereo not drawn),20.6

# (continued)
SMILES,esBAF inh,Casp6 inh,FN deposit inh,C2C12 statin,SIRT5 block,LGR2 antag,S100A4 MyoIIA
C[C@H]1CN([C@@H](C)CO)S(=O)(=O)c2ccc(C#Cc3ccncc3)cc2O[C@@H]1CN(C)C(=O)C1CCC1,-8.5,2.8,-11.2,-2.2,0.5,5.8,-58.5
CC1CCCC(C)N1C(=O)COC(=O)c1cncc(Br)c1 (stereo not drawn),0.1,-3.9,-7.4,-0.4,-2.5,-7.6,-1.5
COC(=O)C1=C(C)N(Cc2ccccc2C(F)(F)F)C(=NCc2cc(OC)c(OC)c(OC)c2)NC1c1ccccc1C(F)(F)F (stereo not drawn),/,-1.5,-13.7,/,4.2,3.8,-19.6
COc1ccc(NC(=O)N(C)C[C@@H]2Oc3ccc(NC(=O)Cc4ccccc4)cc3C(=O)N([C@@H](C)CO)C[C@H]2C)cc1,1.7,-1.7,-2.5,13.2,-3.5,-5.5,-3.7
O=C(c1ccco1)n1nc(-c2ccccc2)nc1SCc1ccccc1,47.4*,/,-1.3,4.2,/,/,/
COc1cc2ccccc2cc1C(=O)N1CCCCC1,-6.3,1.3,-0.6,-1.9,2.6,-12.9,-1.3
COc1ccc(CC(=O)Nc2ccc(N3CCOCC3)cc2)cc1S(=O)(=O)N1CCOCC1,1.6,-0.2,2.7,-9.9,1.2,-6.7,-4.5
Cc1cccc(NC(=O)c2ccccc2NC(=O)CCC(=O)O)c1,/,4.5,-2.4,/,6.4,-9.5,-1.8
COc1ccc(NC(=O)Nc2ccc3c(c2)C(=O)N([C@@H](C)CO)C[C@@H](C)[C@@H](CN(C)CC2CC2)OCCCC[C@@H](C)O3)cc1,2.4,-6.0,-2.6,/,6.7,12.7,8.6
O=C(COc1ncnc2sccc12)NC1CCCc2ccccc21 (stereo not drawn),/,6.5,5.7,/,-0.4,/,-2.9
COc1ccccc1S(=O)(=O)N[C@@H]1CC[C@H](CCNC(=O)C2CCCCC2)O[C@H]1CO,1.1,4.3,1.5,6.2,-0.3,6.4,16.0
COc1ccc(NC(=O)Nc2cccc3c2O[C@@H](CN(C)C(=O)Nc2cccc4ccccc24)[C@@H](C)CN([C@@H](C)CO)C3=O)cc1,14.7,/,/,31.4,/,7.4,/
Cc1cc(C)nc(SCc2ccc(Br)cc2)n1,-5.3,2.3,6.8,7.3,-2.0,-2.4,-2.6
C#CCNC(=O)c1cc2sccc2n1C,3.5,1.7,-3.6,-2.3,-2.6,-5.7,0.8
COc1ccc(-c2cnc3c(c2)C(=O)N([C@H](C)CO)C[C@@H](C)[C@H](CN(C)Cc2cccnc2)O3)cc1,-6.1,-0.6,-2.6,8.8,-0.3,-23.3,38.7
CCOC(=O)Cn1cc(Cn2c3ccccc3c(=O)n2C(C)C)nn1,2.5,-0.3,-6.3,1.1,-11.1,6.7,5.7
